Source: PubChem BioAssay (several laboratories)
MITF act: activators of MITF-driven TRPM1 promoter reporter, primary screen, cell-based, SK-MEL-5, luciferase, single point; SK-MEL-5 TRPM1-promoter luciferase, 24 h; % of positive control, neutral wells = 0; activation, % at 12.5 µM; actives 0.75% (n = 300,000); AID 588334, 2011;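 active = mean activation of at least 80% with every replicate also reaching 80%; inconclusive = mean reaches 80% but some replicate falls short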;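 note: 0% = neutral control wells and 100% = parthenolide positive control wells; values of inactives mirror those of a sister screen read the other way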
CDK5 inh: inhibitors of human CDK5/p35 kinase, primary screen, biochemical, single concentration. Recombinant CDK5/p35, ADP-Glo luminescence, 60 min. inhibition, % at 10 µM. actives 0.01% (n = 330,000);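 active = highest replicate inhibition of at least 50% and at least 75% of replicates reaching 50%; inconclusive = only one of the two criteria met; inactive = both criteria failed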;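 note: plate controls were DMSO neutral control for no effect and GW8510 at 10 µM for full effect; many of its hits are not listed in these tables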
Target sequence (Q00535 whole entry, looked up): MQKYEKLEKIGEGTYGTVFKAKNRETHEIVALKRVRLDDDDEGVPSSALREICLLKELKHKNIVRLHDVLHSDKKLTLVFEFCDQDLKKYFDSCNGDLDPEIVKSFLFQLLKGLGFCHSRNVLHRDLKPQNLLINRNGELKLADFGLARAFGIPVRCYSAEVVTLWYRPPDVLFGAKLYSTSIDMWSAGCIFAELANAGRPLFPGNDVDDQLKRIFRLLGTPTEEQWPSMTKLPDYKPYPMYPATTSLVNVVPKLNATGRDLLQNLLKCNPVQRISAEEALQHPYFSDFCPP
Target sequence (Q15078 whole entry, looked up): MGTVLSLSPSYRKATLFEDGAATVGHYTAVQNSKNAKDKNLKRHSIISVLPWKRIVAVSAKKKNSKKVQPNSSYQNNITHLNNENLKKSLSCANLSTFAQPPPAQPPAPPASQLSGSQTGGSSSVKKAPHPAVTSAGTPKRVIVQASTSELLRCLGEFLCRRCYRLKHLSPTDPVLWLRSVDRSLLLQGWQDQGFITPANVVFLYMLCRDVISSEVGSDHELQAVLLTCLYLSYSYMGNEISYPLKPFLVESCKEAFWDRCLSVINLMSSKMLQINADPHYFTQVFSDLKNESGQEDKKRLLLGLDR
Rtt109 HAT inh: inhibitors of C. albicans Rtt109/Vps75 HAT, primary screen, biochemical, ThioGlo CoA-SH fluorescence, plate reader. purified Rtt109/Vps75, 4 h. inhibition, % at 34.9 µM. actives 0.16% (n = 330,000);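 active = inhibition of at least 50% in every replicate; inconclusive = best replicate reaches 50% inhibition but some replicates fall short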
Wnt bcat act: Wnt/beta-catenin pathway activators, primary screen, cell-based, plate reader, single point; activation, % at 9.35 µM; Wnt/beta-catenin reporter cell assay, activator; actives 1.2% (n = 300,000); AID 743398, 2014; in the data active = activation above about 30%, passing the limit was not always enough; inconclusive = no clear call, values can overlap the other calls;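 note: 0% = neutral control wells and 100% = positive control wells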
HTR5A ag ctr: HTR5A agonists in luminescence cell assay, primary screen, counter-screen for OPRM1-OPRD1 heterodimer agonist project, full-deck HTS | actives 0.61% (n = 340,000) | activation, % at 9.3 µM | AID 504692, 2011 | cell-based; in the data active = activation mostly above about 9.5%, no sharp cut-off; inactive = mostly below about 7.6%;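 note: 0% = cells with vehicle only and 100% = reference agonist; strong numbers were not always called active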
SR-BI DiI inh: inhibitors of SR-BI mediated HDL lipid uptake, primary screen, ldlA[mSR-BI] cells, fluorescence, single point | Scavenger receptor class B member 1 (Mus musculus), Q61009 | ldlA[mSR-BI] CHO cells, DiI-HDL uptake fluorescence, 3 h | inhibition, % at 12.5 µM | actives 0.96% (n = 320,000);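 active = mean replicate inhibition of at least 70% and a set share of replicates each scoring 70 or more; inconclusive = meets just one of the two criteria; inactive = fails both criteria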;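 note: 0% = median of neutral control wells and 100% = median of positive control wells; values of inactives mirror those of a sister screen read the other way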
PvdQ acylase: P. aeruginosa PvdQ acylase inhibitors, primary screen, biochemical, fluorescence, plate reader and imaging, single point; PvdQ acylase [Pseudomonas aeruginosa LESB58]; purified PvdQ acylase; inhibition, % at 10 µM; actives 0.063% (n = 340,000); AID 488965, 2010; in the data active = inhibition above about 30%, passing the limit was not always enough; inconclusive = no clear call, values can overlap the other calls;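 note: 0% = vehicle neutral wells and 100% = reference inhibitor wells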
SR-BI uptake up: activators of SR-BI mediated DiI-HDL uptake, primary screen, ldlA[mSR-BI] CHO cells, DiI fluorescence | 3 h; 100 = double the neutral-control signal | activation, % at 12.5 µM | actives 0.096% (n = 320,000) | AID 504775, 2011;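 active = mean replicate activation of at least 60% and every replicate at or above 60%; inconclusive = mean or all-replicate condition met, but not both; inactive = mean below 60% and not all replicates reaching 60%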;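 note: 0% = median plate neutral-control signal and 100% = twice that signal; values of inactives mirror those of a sister screen read the other way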
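Material – SR-BI-overexpressing, LDLR-lacking CHO cells · Medium – BSA-supplemented, HEPES-buffered Ham's F12, pH 7.4 · Doses – single concentration · Times – compound with DiI-HDL co-incubation, 3 h at 37 °C · Measured by – bottom-read fluorescence, 550/595 nm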
dFosB act: activators of delta FosB homodimer, primary screen, biochemical, fluorescence polarization, TAMRA-CDK5 oligo, single point. Protein FosB (Mus musculus), P13346. purified delta FosB; percent of positive-control signal above neutral wells. activation, % at 25 µM. actives 0.99% (n = 340,000). AID 493131, 2011;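 active = mean activation above about 17%, with every replicate also reaching it, limit read from the data, passing the limit was not always enough; inconclusive = only one of the two conditions met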;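 note: fluorescence polarization rise as delta FosB binds a TAMRA Cdk5 AP-1 oligo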
Target sequence (P13346 whole entry, looked up): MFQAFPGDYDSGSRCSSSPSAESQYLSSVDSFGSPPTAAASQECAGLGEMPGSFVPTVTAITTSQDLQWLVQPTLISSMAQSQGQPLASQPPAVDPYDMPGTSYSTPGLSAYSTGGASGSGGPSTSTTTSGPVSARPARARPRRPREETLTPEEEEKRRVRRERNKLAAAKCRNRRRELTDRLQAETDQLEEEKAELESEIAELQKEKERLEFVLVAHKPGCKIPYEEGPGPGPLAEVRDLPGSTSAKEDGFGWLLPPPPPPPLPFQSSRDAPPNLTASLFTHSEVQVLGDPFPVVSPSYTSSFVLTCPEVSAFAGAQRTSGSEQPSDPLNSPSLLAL
cardiac RTF act: cardiac RTF calcium sensitivity activators, primary screen, biochemical, IANBD-TnC fluorescence, EC20 calcium | Troponin I, cardiac muscle (Homo sapiens) + Troponin T, cardiac muscle (Homo sapiens) + … | IANBD-labeled TnC RTF fluorescence at EC20 calcium; 0% EC20 calcium, 100% full calcium | activation, % at 7.2 µM | actives 0.24% (n = 340,000);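 active = activation above the mean over all tested compounds plus 3 SD, cut at about 30% in these data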;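 note: rise in fluorescence read as greater calcium sensitivity of cardiac thin filaments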
* marks the source's active call; other numbers are inactive results; u = inconclusive; x = not tested or not shown.

SMILES	MITF act	CDK5 inh	Rtt109 HAT inh	Wnt bcat act	HTR5A ag ctr	SR-BI DiI inh	PvdQ acylase	SR-BI uptake up	dFosB act	cardiac RTF act
Cc1ccc2cc3c(N)[nH]nc3nc2c1	-13	-0.2	-2	0	-3	-2	-5	2	3	5
COc1cc(/C=N/NC(=O)CC2(C)OCCO2)cc(Br)c1O	-5	-0.4	-2	-2	0	-6	0	6	2	0
O=C(COC(=O)CC1CC2CCC1C2)NCc1ccc(Cl)cc1 (stereo not drawn)	7	0.3	4	-2	1	0	-8	0	-1	-9
Cc1cccc(Cn2ccc(-c3ccc(Cl)cc3)c(C#N)c2=O)c1	4	0.0	4	x	3	-1	-10	1	-3	-2
CCc1ccc(N2CN(Cc3cccnc3)CNC2=S)cc1	-9	-0.5	1	0	0	-20	7	20	4	1
COCCNC(=O)C(c1ccco1)N(C(=O)Cn1nnc2ccccc21)c1ccccc1C (stereo not drawn)	x	-0.8	-7	-1	5	-24	-3	24	5	-1
COc1ccc(CNS(=O)(=O)c2ccc3c(c2)C(C)(C)C(=O)N3C)cc1	7	0.2	-6	0	-2	-4	-3	4	-6	-3
O=C(CN1CCN(S(=O)(=O)c2ccccc2)CC1)Nc1ccc2c(c1)CCC2	11	0.2	0	-5	2	-38	-5	38	-6	-6
O=C(COC(=O)CCc1ccc(S(=O)(=O)N2CCOCC2)cc1)Nc1ccc(Cl)cn1	-10	2.7	11	-6	-2	-19	5	19	-5	-6
CCN1C(=O)[C@@H]2[C@@H](c3ccc(-c4ccccc4)cc3)N3CCCC[C@@]3(C(=O)OC)[C@@H]2C1=O	-3	-1.8	-1	-4	1	37	-3	-37	-10	1
Cc1ccc(CCCNC(=O)C2CCC(=O)N(Cc3cccc(F)c3)C2)cc1 (stereo not drawn)	0	2.2	9	2	4	-10	13	10	-11	-3
Cc1ccc(C(=O)COC(=O)c2ccc(-c3cnc4ccccc4n3)cc2)cc1C	9	0.3	-3	6	-2	-4	-7	4	-10	0
CCCOc1ccc2ccccc2c1/C=N/n1c(C)nnc1-n1nc(C)cc1C	-31	-0.9	-6	x	0	51	-13	-51	-13	-2
CN1/C(=C\C(=O)CN2C(=O)NC3(CCCCCC3)C2=O)C(C)(C)c2ccccc21	14	-0.4	10	-4	2	-60	7	u	3	-6
COc1cc2nc(NC(=O)c3ccco3)sc(=O)c2cc1OC	x	-10	1	-5	-4	15	-18	-15	-10	5
CCCCNC(=S)N1CCC(Cc2ccccc2)CC1	-7	-0.6	0	-1	-1	-20	-3	20	-20	-4
COc1ccccc1OCC(=O)Nc1ccc(S(=O)(=O)Nc2nccs2)cc1	2	0.2	-20	-3	-1	-12	-4	12	1	-7
O=C1CCN(Cc2ccccc2)C=C1c1ccc(Br)cc1	5	-0.2	6	4	-2	0	3	0	-1	4
Cc1ccc(Sc2cc(C(=O)NCCCN(C)C)c3ccccc3n2)cc1	10	-0.4	-10	0	4	-16	0	16	-11	-7
O=C(Nc1nc2cc3c(cc2s1)OCCO3)c1cccs1	-15	0.7	-1	32*	9	x	0	x	11	-4
O=C(c1ccc(Cl)cc1)N1CCc2ccccc21	x	0.1	-1	1	-3	-12	4	12	-3	2
N#Cc1ccsc1NC(=O)CSc1ncnc2ccccc12	-11	-0.5	30	x	11	19	9	-19	-24	-1
NC(=O)NC(CC(=O)OCC(=O)NC(=O)NCc1ccco1)c1ccc(Cl)cc1 (stereo not drawn)	-8	-0.9	-13	x	0	-2	-15	2	0	5
CC(C)CN1CCN(Cc2ccc3ncccc3c2)CC1CCO (stereo not drawn)	1	0.1	6	0	0	-1	-9	26	-1	-4
COc1ccc(-n2c(=S)[nH]c3cc(C(=O)NCc4ccccc4OC)ccc3c2=O)c(OC)c1	-10	0.7	18	-1	-3	x	6	x	7	-4
CCn1cc(C(=O)N2CCN(C(=O)c3ccco3)CC2)c2cc(OC)c(OC)cc2c1=O	x	0.3	1	x	2	-9	-4	9	-1	10
CC(=O)Nc1ccc(NC(=O)c2cc(-n3cnnc3)ccc2Cl)cc1	-2	-0.6	-2	-1	-4	16	-8	-16	-7	-3
Cc1ccn(C(=O)c2cc3cc(Cl)ccc3oc2=O)n1	-6	-1.3	-4	x	-2	-36	-13	36	1	-2
Cc1nc2ccc(-c3nc4ccccc4o3)cc2[nH]1	59	-1.3	8	x	-1	3	1	-3	-40	-5
O=C(Cn1cc(C(F)(F)F)cc(Cl)c1=O)NCc1ccc(Cl)cc1	8	1.5	-1	2	5	x	-10	x	8	0
CCSc1nnc(Cn2c(=O)sc3ccccc32)n1C	11	0.8	-8	-2	5	-12	-11	12	0	2
Cc1ccc2[nH]c(=O)c(CN(CCc3ccccc3)C(c3nnnn3Cc3ccco3)C(C)C)cc2c1 (stereo not drawn)	-6	1.1	12	36*	2	11	-14	-11	0	-1
CCOC(=O)C(=O)Nc1ccc(Oc2ccccc2)cc1	-3	0.9	-3	-2	-4	-17	-13	17	-1	-7
Cc1cc([N+](=O)[O-])nn1CC(=O)Nc1sc2c(c1C(N)=O)CCCC2	-2	-8.2	-2	-4	2	16	-2	-16	-5	7
CC(C)Cc1ccc(CN2CCCC(NC(=O)CCN3CCCO3)C2)cc1 (stereo not drawn)	14	0.2	5	-1	-3	3	-8	-3	-6	-2
O=C(CCn1c(=S)[nH]c2ccccc2c1=O)Nc1cccc(Cl)c1	-4	1.0	-6	-1	0	17	-10	-17	47*	-2
O=C(NC(=S)Nc1cccc(Cl)c1Cl)C1CC1	17	-0.5	10	7	-1	13	-12	-13	2	-4
CC(CC(=O)O)CC1=NS(=O)(=O)c2ccccc2N1 (stereo not drawn)	4	0.3	-15	-3	-1	-5	-9	5	3	-3
CCOC(=O)C1CCN(C(=O)Cn2nc(C)c3c(C)n(-c4ccccc4)nc3c2=O)CC1	-15	0.1	-1	5	0	11	-8	-11	-4	0
Cc1cc(C)c2c(c1)-c1cc(C)nn1C(c1ccc3c(c1)OCO3)N2 (stereo not drawn)	12	-1.6	-1	3	1	34	-16	-34	-14	4

An excerpt from above with just SR-BI uptake up.
Molecule,SR-BI uptake up
O=C(NC(=S)Nc1cccc(Cl)c1Cl)C1CC1,-13
CC(CC(=O)O)CC1=NS(=O)(=O)c2ccccc2N1 (stereo not drawn),5
CCOC(=O)C1CCN(C(=O)Cn2nc(C)c3c(C)n(-c4ccccc4)nc3c2=O)CC1,-11

Remaining list, next part.
SMILES	MITF act	CDK5 inh	Rtt109 HAT inh	Wnt bcat act	HTR5A ag ctr	SR-BI DiI inh	PvdQ acylase	SR-BI uptake up	dFosB act	cardiac RTF act
Cc1ccc(-c2nnc(N3CCN(C(=O)c4ccco4)CC3)c3ccccc23)cc1	-9	0.6	6	0	1	64	5	-64	-12	5
O=[N+]([O-])c1ccc(N=Nc2ccc(O)c3ccccc23)cc1	5	4.1	9	x	3	54	-1	-54	-8	0
O=C1Nc2ccc(Cl)cc2C12Nc1ccccc1-c1nnc(SCc3ccccc3F)nc1O2 (stereo not drawn)	-5	1.1	-11	x	2	-1	-13	1	-3	-3
C[C@@H]1C[C@@H]2O[C@H]2/C=C\C=C\C(=O)Cc2c(Cl)c(O)cc(O)c2C(=O)O1	-70	-1.5	-1	-2	-9	-22	-6	22	-5	0
Cc1[nH]c2ccccc2c1/C=N/NC(=O)c1cccc(F)c1	6	2.4	13	0	4	26	10	-26	-10	6
O=C(Nc1cccc(Cl)c1)N1CCN(Cc2ccccc2)CC1	u	0.3	-8	7	2	x	-12	x	9	1
CCc1cc2ccc(OC)cc2nc1SCC(=O)NNC(=O)c1ccco1	0	-0.6	6	1	0	9	-2	-9	-5	-2
Cc1ccc(C)c(NC(=O)Cn2nc(C(F)(F)F)cc2C2CC2)c1	-2	2.6	17	x	1	-6	12	6	-3	1
COc1ccc(NC(=O)CON=CC(=O)Nc2ccc(C)cc2)c(OC)c1	4	0.1	6	0	-1	15	-14	-15	8	5
Cc1ccc(-n2c(C)nc3c(cnn3-c3ccc(C)c(C)c3)c2=O)cc1C	35	1.0	6	-7	-3	15	1	-15	-8	-4
O=C(CN(C(=O)Cn1nnc(-c2ccccc2F)n1)c1cnc2ccccc2c1)NCC1CCCO1 (stereo not drawn)	13	1.0	0	-1	-3	6	-3	-6	-5	-9
COc1cccc(CNC(=O)CCS(=O)(=O)c2ccc3c(c2)NC(=O)CS3)c1	-9	1.9	-9	-2	-2	-12	-17	12	-6	3
Cc1ccc(CNC(=O)Cn2nnc3ccccc3c2=O)cc1	19	0.2	-4	-2	3	-7	-11	7	5	4
COc1ccccc1CNC(=O)c1cccc(NC(=O)c2ccccc2)c1	0	-0.5	7	0	-7	62	-3	-62	-5	1
Fc1ccc(NC(=S)N/N=C/c2ccc(F)c(F)c2)cc1	4	1.7	-7	5	-2	8	-13	-8	3	2
CCn1c(=S)sc2c(=O)n(CC(=O)Nc3cccc(Cl)c3)c(C)nc21	3	-0.9	12	-1	0	12	2	-12	8	-4
C=CCN(C(=O)c1csnn1)C(C(=O)NCc1ccccc1)c1ccccc1F (stereo not drawn)	-4	-3.9	0	-2	6	-33	2	33	0	-10
CCOC(=O)C1=C(CN2CCN(C(=O)c3ccco3)CC2)NC(=O)NC1c1ccc(OC(C)C)cc1 (stereo not drawn)	-5	1.8	4	-2	-3	78*	-8	-78	-20	3
CCN(CC(=O)NCc1cccs1)c1ccc(S(=O)(=O)N2CCOCC2)cn1	-14	-3.8	-1	x	3	-10	-10	10	0	0
COc1ccc(C2/C(=C(\O)c3ccc4c(c3)OCCO4)C(=O)C(=O)N2Cc2cccnc2)cc1OC (stereo not drawn)	0	-0.8	3	0	0	-21	0	21	-2	1
O=C(O)CCc1ccc(-c2ccccc2)n1CC1CCCO1 (stereo not drawn)	-6	-1.0	-24	-4	5	x	-7	x	-9	-2
O=C(CSc1nncs1)NC(=O)NCc1ccco1	-1	-2.3	2	0	1	-24	-5	24	3	1
O=C(O)C1(Cc2nc3ccccc3[nH]2)CCCC1	1	-1.0	-2	-2	2	-3	0	3	-7	6
